Source: PubChem (Sanford-Burnham Center for Chemical Genomics)
NOD1 inhibition – inhibition of NOD1-driven NF-kB reporter – cell-based, luminescence, uHTS, primary screen (AID 1578). NOD1-driven NF-kB luciferase reporter cells, luminescence; higher % means a stronger effect. inhibition, % at 4 µM; hits with a dose series show EC50 in µM. 290,000 compounds, 1% hits; in the data active means inhibition mostly above about 36%, no sharp cut-off; inactive means mostly below about 34%;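 further: HEK-293T reporter cells stimulated with the NOD1 agonist gamma-tri-DAP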
HEK293 NOD2/NF-kB – inhibition of NOD2-driven NF-kB reporter – cell-based, luminescence, uHTS, HEK293 (AID 1566) | 290,000 compounds, 0.63% hits | one-dose inhibition, % at 4 µM; EC50 in µM for titrated hits | HEK293 NOD2/NF-kB luciferase reporter, luminescence; higher % means a stronger effect; in the data active means inhibition above about 50%; further: many of its hits are not listed in these tables
An asterisk follows results filed as active. Some of the compounds tested; rates above refer to the full screens.

Screening CC(=O)N1c2ccc(S(=O)(=O)NCCc3ccc(Cl)cc3)cc2CC1C (centres undefined) returned NOD1 inhibition -12% and HEK293 NOD2/NF-kB 17%.
Screening COc1ccc(Cl)cc1S(=O)(=O)N(C)CC(=O)NCc1ccccn1 returned NOD1 inhibition -16% and HEK293 NOD2/NF-kB -7%.
Screening CCCn1c(C(C)Nc2nc(-c3ccc(C)cc3)cs2)nc2ccccc21 (centres undefined) returned NOD1 inhibition -11% and HEK293 NOD2/NF-kB -25%.
For OCCCCC#Cc1c(-c2ccsc2)sc2ccccc12 the results were NOD1 inhibition 8% and HEK293 NOD2/NF-kB -2%.
For COc1ccc(-c2cn(CCCOCc3ccccc3)nn2)cc1 the results were NOD1 inhibition -3% and HEK293 NOD2/NF-kB -2%.
`CCCCN(C)CCNC(=S)Nc1ccc2nc(N3CCN(CC)CC3)cc(C)c2c1` gave NOD1 inhibition 10% and HEK293 NOD2/NF-kB 32%.
COC(=O)c1ccc(CNCC(O)COc2ccc(-c3ccccc3)cc2)cc1 (centres undefined) was read as NOD1 inhibition -13% and HEK293 NOD2/NF-kB 6%.
O=C(Nc1nc2ccccc2s1)c1c(F)cccc1Cl was read as NOD1 inhibition -8% and HEK293 NOD2/NF-kB -23%.
For Cc1ccc2c(c1)C(c1ccc(F)cc1)N(C(=O)c1ccc(S(=O)(=O)N(C)C)cc1)CC(=O)N2 (centres undefined) the results were NOD1 inhibition 4% and HEK293 NOD2/NF-kB 32%.
`CCCc1cc(=O)oc2c3c(cc(OCC(=O)NCCN4CCOCC4)c12)OC(C)(C)CC3` gave NOD1 inhibition -6% and HEK293 NOD2/NF-kB 12%.
Screening O=C(Nc1cccc(-c2csc(Nc3ccccc3)n2)c1)c1cc([N+](=O)[O-])cc(C(F)(F)F)c1 returned NOD1 inhibition -19% and HEK293 NOD2/NF-kB 12%.
CCN(CC)C(=O)c1ccc(-c2nnc(Nc3cccc(O)c3)c3ccccc23)cc1 was read as NOD1 inhibition -15% and HEK293 NOD2/NF-kB 30%.

Taken from the listing, two compounds:
Screening O=C(Nc1cccc(-c2csc(Nc3ccccc3)n2)c1)c1cc([N+](=O)[O-])cc(C(F)(F)F)c1 returned NOD1 inhibition -19% and HEK293 NOD2/NF-kB 12%.
CCN(CC)C(=O)c1ccc(-c2nnc(Nc3cccc(O)c3)c3ccccc23)cc1 was read as NOD1 inhibition -15% and HEK293 NOD2/NF-kB 30%.

Further records follow.
`Cc1ccc(CC(=O)NCCN2CCOCC2)cc1` gave NOD1 inhibition -18% and HEK293 NOD2/NF-kB 11%.
COc1cc(C(=O)Nc2ccccc2NC(=O)c2cc(OC)c(OC)c(OC)c2)cc(OC)c1OC was read as NOD1 inhibition -7% and HEK293 NOD2/NF-kB 7%.
O=S(=O)(NC(=NC1CCCCC1)c1ccccc1F)c1ccccc1 was read as NOD1 inhibition -4% and HEK293 NOD2/NF-kB -6%.
OCCN1CCN(Cc2ccc3ccccc3c2)CC1 was read as NOD1 inhibition 42% and HEK293 NOD2/NF-kB -11%.
COc1cc(C)c(C)cc1S(=O)(=O)N1CCCc2ccccc21 was read as NOD1 inhibition 23% and HEK293 NOD2/NF-kB -1%.
For COCCNC(=O)c1cccc(OC2CCN(Cc3ccc(C(C)C)cc3)CC2)c1 the results were NOD1 inhibition 22% and HEK293 NOD2/NF-kB 15%.
Screening CCOc1ccccc1NC(=O)c1cc(S(=O)(=O)N2CCN(CC)CC2)ccc1Cl returned NOD1 inhibition -21% and HEK293 NOD2/NF-kB 12%.
O=C(c1ccc(CS(=O)(=O)Cc2ccccc2)cc1)N1CCCCC1 was read as NOD1 inhibition -25% and HEK293 NOD2/NF-kB 6%.
Screening CC(NC(=O)c1cc([N+](=O)[O-])cc([N+](=O)[O-])c1)c1ccc(-n2ccnc2)cc1 (centres undefined) returned NOD1 inhibition 10% and HEK293 NOD2/NF-kB -2%.
`CCN(CC)CCNC(=O)c1ccc(NC(=O)c2cc(-c3ccco3)nc3ccccc23)cc1` gave NOD1 inhibition -33% and HEK293 NOD2/NF-kB 18%.
Screening COc1cccc(OC)c1C(=O)Nc1ccccc1C(=O)N1CCCC1 returned NOD1 inhibition -28% and HEK293 NOD2/NF-kB -17%.
For Cc1ccc(OC(C)C(=O)Nc2ccccc2C(=O)N2CCN(C)CC2)cc1 (centres undefined) the results were NOD1 inhibition -30% and HEK293 NOD2/NF-kB 0%.
`CC(=O)N1c2ccc(S(=O)(=O)N3CCC(C(=O)NC4CCCC(C)C4C)CC3)cc2CC1C` (centres undefined) gave NOD1 inhibition 16% and HEK293 NOD2/NF-kB 18%.
For Cc1cc(N2CCOCC2)nc2ccc(NC(=O)CCC(=O)N3CCN(c4ccccc4F)CC3)cc12 the results were NOD1 inhibition -56% and HEK293 NOD2/NF-kB -52%.
Screening Cc1ccc2oc(C(=O)N3CCN(C)C[C@@H]3C(C)C)c(C)c2c1 returned NOD1 inhibition 14% and HEK293 NOD2/NF-kB -6%.
Screening COc1ccc(NC(=O)c2ccc(NC3=NC4CS(=O)(=O)CC4S3)cc2)cc1 (centres undefined) returned NOD1 inhibition -43% and HEK293 NOD2/NF-kB -9%.
For COc1cccc2cc(C(N)=O)/c(=N\NC(=O)c3ccccc3)oc12 the results were NOD1 inhibition -5% and HEK293 NOD2/NF-kB -9%.
`CCOC(=O)CN1C(=O)/C(=C/c2cccc(Br)c2)Oc2ccccc21` gave NOD1 inhibition -18% and HEK293 NOD2/NF-kB -4%.
Cc1ccc(Nc2nc(-c3cccnc3)cs2)cc1Cl was read as NOD1 inhibition 0% and HEK293 NOD2/NF-kB -34%.
Screening O=C(NCc1ccccc1)C(=O)NCC1OCCCN1S(=O)(=O)c1cccs1 (centres undefined) returned NOD1 inhibition -7% and HEK293 NOD2/NF-kB -6%.
For Cc1cccc(-c2nc(S(=O)(=O)c3ccccc3)c(N3CCOCC3)o2)c1 the results were NOD1 inhibition 28% and HEK293 NOD2/NF-kB 10%.
For NC(N)=NS(=O)(=O)c1ccc(NC(=S)NC(=O)/C=C/c2ccccc2)cc1 the results were NOD1 inhibition -28% and HEK293 NOD2/NF-kB 2%.
`CC(C)(C)C#CC(CCc1ccccc1)OS(N)(=O)=O` (centres undefined) gave NOD1 inhibition 11% and HEK293 NOD2/NF-kB -5%.
CCOc1ncccc1C(=O)NNC(=O)c1ccccc1-n1cccc1 was read as NOD1 inhibition -37% and HEK293 NOD2/NF-kB 5%.

The final three compounds of the section before are carried over, then new ones follow:
For NC(N)=NS(=O)(=O)c1ccc(NC(=S)NC(=O)/C=C/c2ccccc2)cc1 the results were NOD1 inhibition -28% and HEK293 NOD2/NF-kB 2%.
`CC(C)(C)C#CC(CCc1ccccc1)OS(N)(=O)=O` (centres undefined) gave NOD1 inhibition 11% and HEK293 NOD2/NF-kB -5%.
CCOc1ncccc1C(=O)NNC(=O)c1ccccc1-n1cccc1 was read as NOD1 inhibition -37% and HEK293 NOD2/NF-kB 5%.
`Cc1cc(CNC(=O)C2CCC(=O)N(Cc3ccccc3F)C2)nn1C` (centres undefined) gave NOD1 inhibition -17% and HEK293 NOD2/NF-kB 17%.
`Cc1cc(NC(=O)Cc2ccccc2C)no1` gave NOD1 inhibition -24% and HEK293 NOD2/NF-kB 5%.
`CSc1ncccc1C(=O)N1CCN(S(=O)(=O)c2ccccc2)CC1` gave NOD1 inhibition 21% and HEK293 NOD2/NF-kB -20%.
`CCOC(=O)COc1ccc2c(c1)c(C(C)=O)c(C)n2-c1ccc(OC)cc1` gave NOD1 inhibition 3% and HEK293 NOD2/NF-kB 13%.
CCCCc1nc(C(N)=O)c2[nH]c(=O)n(-c3ccc(OCC)cc3)c2n1 was read as NOD1 inhibition -22% and HEK293 NOD2/NF-kB 11%.
Screening CCOc1ccc(S(=O)(=O)NCc2ccncc2)cc1NC(=O)c1ccccc1F returned NOD1 inhibition 1% and HEK293 NOD2/NF-kB 44%.
`Cc1cc(=O)oc2cc(OCC(=O)N3CCC(O)CC3)c(Cl)cc12` gave NOD1 inhibition -16% and HEK293 NOD2/NF-kB 12%.
`CCOc1ccccc1NC(=O)C(=O)CC(=O)c1ccc(OC)cc1` gave NOD1 inhibition 0% and HEK293 NOD2/NF-kB 7%.
Cc1ccc(Cn2c(N3CCNCC3)nc3c2c(=O)[nH]c(=O)n3C)cc1 was read as NOD1 inhibition 16% and HEK293 NOD2/NF-kB 14%.
For CCOc1ccc(N2CC(C(=O)N3CC(C)OC(C)C3)CC2=O)cc1 (centres undefined) the results were NOD1 inhibition -16% and HEK293 NOD2/NF-kB -6%.
Cc1cc(C)cc(NS(=O)(=O)c2c(C(=O)N3CCOCC3)c(C)n(C)c2C)c1 was read as NOD1 inhibition -22% and HEK293 NOD2/NF-kB 8%.
`CC1=C(C(=O)OCc2ccccc2)C(c2ccccc2Cl)NC(=O)N1CCCCCC(=O)O` (centres undefined) gave NOD1 inhibition 69%* and HEK293 NOD2/NF-kB -40%.
O=C(CCC(=O)Nc1ccccc1Cl)NNC(=O)Nc1cccc([N+](=O)[O-])c1 was read as NOD1 inhibition -10% and HEK293 NOD2/NF-kB 8%.
For COCCn1c(SCC(=O)Nc2ccc(OC)cc2)nnc1-c1ccoc1C the results were NOD1 inhibition -26% and HEK293 NOD2/NF-kB -2%.
Screening CC(=O)Nc1ccccc1NC(=O)C/C(C)=N/NC(=O)Cc1cccc2ccccc12 returned NOD1 inhibition -18% and HEK293 NOD2/NF-kB 15%.
For CC(C)(C)OC(=O)N[C@@H](Cc1ccccc1)C(=O)N1CCC(C(=O)NCC(=O)O)CC1 the results were NOD1 inhibition -2% and HEK293 NOD2/NF-kB 11%.
`Cc1cc(=O)[nH]c2c(C)cc(S(=O)(=O)N3CCOCC3)cc12` gave NOD1 inhibition -31% and HEK293 NOD2/NF-kB -4%.
Screening CCCNC(=S)NNC(=O)c1cc(C2CC2)nc2ccccc12 returned NOD1 inhibition -15% and HEK293 NOD2/NF-kB 11%.
Screening CSCCNC(=O)c1ccc(OC2CCN(S(=O)(=O)N(C)C)CC2)cc1 returned NOD1 inhibition -14% and HEK293 NOD2/NF-kB 7%.
CC(C)(C)NC(=O)COc1coc(CN2CCN(Cc3ccccc3)CC2)cc1=O was read as NOD1 inhibition -17% and HEK293 NOD2/NF-kB 6%.
Cn1c(COc2ccccc2O)[n+](C)c2ccccc21 was read as NOD1 inhibition -9% and HEK293 NOD2/NF-kB 0%.
For COc1cccc(-c2c(C(=O)N/N=C/c3ccc(C)s3)nnn2-c2nonc2N)c1 the results were NOD1 inhibition -29% and HEK293 NOD2/NF-kB 14%.
`O=C(Nc1ccc(N2CCOCC2)c(Cl)c1)c1ccc(-n2cnnc2)cc1Cl` gave NOD1 inhibition -19% and HEK293 NOD2/NF-kB 2%.
For O=C(CN1CCN(c2ccccc2F)CC1)N1CCc2ccccc21 the results were NOD1 inhibition 9% and HEK293 NOD2/NF-kB -16%.
Screening Cc1ccc(-c2cc(C(=O)Nc3cccc(S(=O)(=O)N(C)C)c3)c3ccccc3n2)o1 returned NOD1 inhibition 19% and HEK293 NOD2/NF-kB 22%.
`S=C(NCc1ccccc1)NCc1ccccc1Cl` gave NOD1 inhibition -28% and HEK293 NOD2/NF-kB 5%.
CCC1COCCS(=O)(=O)N1Cc1cccc(Cl)c1 (centres undefined) was read as NOD1 inhibition 56% and HEK293 NOD2/NF-kB 3%.
Screening Cc1cc(Cl)ccc1OC(C)C(=O)NN1C(=O)c2ccccc2C1=O (centres undefined) returned NOD1 inhibition 12% and HEK293 NOD2/NF-kB 41%.
Screening COc1ccc(C(=O)Oc2ccc(/C=N/Nc3ccc(Cl)c(C(=O)O)c3)cc2OC)cc1 returned NOD1 inhibition -16% and HEK293 NOD2/NF-kB -22%.
`O=C(Nc1ccc(C(=O)NCCCN2CCCCC2)cc1)C1=CSCCO1` gave NOD1 inhibition -30% and HEK293 NOD2/NF-kB 14%.
For NC(=O)C1CCN(Cc2ccc(OCc3ccccc3)cc2)CC1 the results were NOD1 inhibition -30% and HEK293 NOD2/NF-kB -27%.
`COc1ccccc1C(=O)Nc1ccnn1C1CCN(C2CCSCC2)CC1` gave NOD1 inhibition 1% and HEK293 NOD2/NF-kB -2%.
`O=C(C1CC(=O)N(C2CCCCC2)C1)N1CCN(c2ccccc2)CC1` (centres undefined) gave NOD1 inhibition -32% and HEK293 NOD2/NF-kB 5%.
`COc1c(Cl)cc(Cl)cc1/C=N/NC(=O)c1nnn(-c2nonc2N)c1CN1CCC(C)CC1` gave NOD1 inhibition -9% and HEK293 NOD2/NF-kB 14%.
`COc1ccccc1CN1CC(C(=O)N2CCCCCCC2)CCC1=O` (centres undefined) gave NOD1 inhibition -3% and HEK293 NOD2/NF-kB 14%.
For CCOC(=O)N1CCN(CC(O)COc2ccc(C(C)C)c(C)c2)CC1 (centres undefined) the results were NOD1 inhibition -2% and HEK293 NOD2/NF-kB -2%.
COc1ccc(NC(=O)CN2C(=O)COc3ccc(S(=O)(=O)N4CCOCC4)cc32)cc1 was read as NOD1 inhibition 24% and HEK293 NOD2/NF-kB 0%.
Screening Cc1cc(C)c(C)c(S(=O)(=O)NCc2ccc(C(=O)N3CCN(C)CC3)cc2)c1C returned NOD1 inhibition 26% and HEK293 NOD2/NF-kB -15%.
Screening O=C(C1CCCO1)N1CCN(C(=S)Nc2cccc(F)c2)CC1 (centres undefined) returned NOD1 inhibition -31% and HEK293 NOD2/NF-kB -13%.
`CNc1nc(N)c([N+](=O)[O-])c(N2CCCCCC2)n1` gave NOD1 inhibition -5% and HEK293 NOD2/NF-kB 17%.

A draw from above in order of molar mass, ascending.
`COc1ccccc1CN1CC(C(=O)N2CCCCCCC2)CCC1=O` (centres undefined) gave NOD1 inhibition -3% and HEK293 NOD2/NF-kB 14%.
Screening Cc1cc(C)c(C)c(S(=O)(=O)NCc2ccc(C(=O)N3CCN(C)CC3)cc2)c1C returned NOD1 inhibition 26% and HEK293 NOD2/NF-kB -15%.
COc1ccc(NC(=O)CN2C(=O)COc3ccc(S(=O)(=O)N4CCOCC4)cc32)cc1 was read as NOD1 inhibition 24% and HEK293 NOD2/NF-kB 0%.
